pAkt inh: blocks phosphorylation of Akt; Neuro2A IGF-stimulated pAkt S473 HTRF, 20 min; stronger effect = lower value; activity change, % for hits at 50 µM; actives 0.32% (n = 360,000); AID 651550; in the data active = activity change below about -80%; inconclusive = mostly about -51% to -80%; also: % is scaled to controls: 0 for no effect and ±100 for the full control effect
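Neuro2A cells (4,500/well, DMEM with 0.5% FBS) were treated with compound at a single 50 µM final concentration, stimulated with 6 nM IGF for 20 min at 37 °C, and lysed. Phospho-Akt Ser473 was read by HTRF as 665/615 ratio ×10^4.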
PTHR1 agonist: activates the human parathyroid hormone receptor PTHR1. AID 743266. actives 0.075% (n = 410,000). Potency, µM (highest dose often 115 µM), inactives show at the top dose activation, usual class: activators. HEK293 GP2 PTHR1 cells, GloSensor cAMP luminescence, 1 h. Q03431; also: potency is read from the fitted curve at half-maximal effect; nearly all actives have a fitted effect of over 55% in size; some results filed as inactive show a strong effect at the top dose; inactives centre near -15; many of its hits are not listed in these tables
Target sequence (Q03431 whole entry, looked up): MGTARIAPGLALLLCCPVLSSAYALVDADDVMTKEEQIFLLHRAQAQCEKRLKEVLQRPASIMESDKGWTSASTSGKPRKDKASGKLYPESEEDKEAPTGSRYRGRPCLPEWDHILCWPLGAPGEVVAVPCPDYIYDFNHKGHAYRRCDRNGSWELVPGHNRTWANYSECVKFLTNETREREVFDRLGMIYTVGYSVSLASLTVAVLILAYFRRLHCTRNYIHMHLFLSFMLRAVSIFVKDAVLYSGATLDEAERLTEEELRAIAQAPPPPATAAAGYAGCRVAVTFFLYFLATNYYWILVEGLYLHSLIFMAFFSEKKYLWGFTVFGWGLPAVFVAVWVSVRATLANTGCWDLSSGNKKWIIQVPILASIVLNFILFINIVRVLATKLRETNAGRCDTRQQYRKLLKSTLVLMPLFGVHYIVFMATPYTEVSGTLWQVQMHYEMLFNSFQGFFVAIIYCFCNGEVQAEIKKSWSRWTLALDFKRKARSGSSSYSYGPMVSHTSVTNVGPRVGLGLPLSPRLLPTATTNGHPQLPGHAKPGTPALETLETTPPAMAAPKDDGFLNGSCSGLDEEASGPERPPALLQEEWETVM
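HEK-293-derived GP2 cells expressing PTHR1 and a GloSensor cAMP reporter, 3,000/well, plated overnight, given luciferin plus IBMX (each 0.5 mM as added) for 1 h at 37 °C, then compound for 1 h at 37 °C. Luminescence was read after 15 min at room temperature.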
GLP1R inv ag: acts as inverse agonist at human GLP-1 receptor. Potency, µM (titrated, usually from 38.3 µM), for inactives: at the top dose activity change, negative = inhibition, usual class: inhibitors. actives 1.6% (n = 410,000). HEK293 GLP-1R CRE-luciferase, luminescence, 24 h; GLP-1R form is constitutively active; also: potency is read from the fitted curve at half-maximal effect; % is scaled to controls: 0 for no effect and ±100 for the full control effect; nearly all actives have a fitted effect of over 55% in size
Target sequence (P43220 whole entry, looked up): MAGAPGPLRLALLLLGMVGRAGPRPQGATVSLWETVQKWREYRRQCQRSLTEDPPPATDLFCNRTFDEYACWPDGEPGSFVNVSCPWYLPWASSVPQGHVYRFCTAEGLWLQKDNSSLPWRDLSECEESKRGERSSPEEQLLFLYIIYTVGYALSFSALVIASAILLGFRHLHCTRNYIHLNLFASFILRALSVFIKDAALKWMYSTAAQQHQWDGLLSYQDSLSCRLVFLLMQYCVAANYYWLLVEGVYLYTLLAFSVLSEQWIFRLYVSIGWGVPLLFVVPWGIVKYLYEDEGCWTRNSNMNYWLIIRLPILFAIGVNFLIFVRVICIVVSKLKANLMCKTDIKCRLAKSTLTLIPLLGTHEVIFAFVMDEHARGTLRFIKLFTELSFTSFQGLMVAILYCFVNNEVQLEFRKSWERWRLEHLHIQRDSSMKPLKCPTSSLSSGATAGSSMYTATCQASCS
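HEK293 cells stably co-expressing constitutively active GLP-1R and a cAMP-responsive luciferase reporter were seeded in DMEM with 10% Nu serum, given compounds after 12 h, and incubated 24 h at 37 deg C. Luminescence was then read.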
FUS suppressor: FUS proteinopathy suppression in yeast; S. cerevisiae FUS-expressing, growth rescue, OD600, 24 h; Potency, µM (highest dose often 76.6 µM), for inactives: top-dose growth rescue (activation), most hits filed as activators; actives 0.24% (n = 390,000); AID 1347120;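 also: potency is read from the fitted curve at half-maximal effect; plate controls were DMSO vehicle for no effect and reference control for full effect; nearly all actives have a fitted effect of over 55% in size; some results filed as inactive show a strong effect at the top dose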
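Steps: raffinose overnight preculture; dilution to OD 0.005 in 2% galactose minimal medium; compound addition (concentration series); 24hr at 30C, 99% humidity; absorbance read at 600 nm.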
HEK293 tox: cytotoxic in the GLP-1 receptor inverse agonist counter-screen | AID 624418 | Potency, µM (top dose mostly 38.3 µM), for inactives: at the highest dose activity change, negative = inhibition, usual class: inhibitors | actives 0.13% (n = 410,000) | HEK293 cAMP-luciferase reporter cells, luminescence, 24 h;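 also: loss of luciferase light is scored as toxicity; potency is read from the fitted curve at half-maximal effect; % is scaled to controls: 0 for no effect and ±100 for the full control effect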
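Seeding density was 200 cells/uL; after overnight-length (12 h) culture, 23 nL compounds went on for 24 h at 37 °C. Readout used a luciferase detection reagent, luminescence taken after 12 min at room temperature.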
TDP43 rescue: TDP-43 toxicity inhibition in yeast; TDP-43 expressing yeast growth rescue, BacTiter-Glo, 24 h; Potency, µM (series often up to 46.1 µM), for inactives: at the top dose growth rescue (activation), usual class: activators; actives 1.8% (n = 410,000); AID 652104; also: potency is read from the fitted curve at half-maximal effect; % of control where 0% means no effect; nearly all actives have a fitted effect of over 50% in size
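In this qHTS, compounds that restore growth of yeast expressing TDP-43 appear as activators. Cells (OD600=0.02, galactose medium, raffinose-pregrown) are incubated with compound 24 hr at 30 deg C and growth is quantified by BacTiter-Glo.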
aSyn rescue: inhibitors of alpha-synuclein toxicity in yeast; Yeast expressing alpha-synuclein, growth rescue, BacTiter-Glo, 24 h; Potency, µM (doses to about 46.1 µM), for inactives: at the top dose growth rescue (activation), actives largely listed as activators; actives 0.14% (n = 370,000); AID 652106; also: potency is read from the fitted curve at half-maximal effect; % of control where 0% means no effect; nearly all actives have a fitted effect of over 65% in size
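Rescue of yeast growth: cells expressing toxic alpha-synuclein, induced in galactose at OD600 0.02, incubated with compound 24 h at 30 C. ATP luminescence quantified growth; inhibitors of toxicity appear as activators.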
Abeta yeast res: compounds reversing amyloid beta toxicity in yeast. yeast expressing A-beta42, growth rescue, OD600, 48 h; response scale: 0% DMSO, 100% iron-clioquinol control. Potency, µM (doses to about 46.1 µM), without a hit: at the top dose growth rescue, most hits filed as activators. actives 0.063% (n = 410,000). AID 1347071; also: potency is read from the fitted curve at half-maximal effect; nearly all actives have a fitted effect of over 55% in size
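Yeast A-beta toxicity model in growth medium with pinned compounds, 48 h at 30 C; growth read as absorbance at 600 nm. Normalized to FeCl3/clioquinol equimolar mix (positive) and DMSO (negative).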
Mm-Cpn inhibitor: inhibitors of Methanococcus maripaludis chaperonin (MmCpn); purified Mm-Cpn ATPase, ADP Transcreener TR-FRET; AID 504842; Potency, µM (highest dose often 76.9 µM), without a hit: top-dose activity, negative = inhibition, hits mostly inhibitors; actives 0.031% (n = 330,000); also: potency is read from the fitted curve at half-maximal effect; % is scaled to controls: 0 for no effect and ±100 for the full control effect; nearly all actives have a fitted effect of over 80% in size
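ATPase turnover read by TR-FRET ADP competition (Eu cryptate antibody/ADP-d2, 665/590 nm): 10uM ATP final, 25nM Mm-CPN final, 30 min 37degC after 10-min compound preincubation, pH 7.4 Tris/KCl/MgCl2/DTT buffer.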
* hit, by the source's call; i = inactive; ? = inconclusive; . = no result given; [ ] = another dose, or the depositor's remark. Unless noted, calls follow the shape of the dose curve; as a rule, active = well fitted curve in the direction sought with a large enough effect; inconclusive = small, poorly fitted or top-dose-only effect, or another doubt; inactive = no such curve, though single readings can be large; an effect the other way counts as inactive or inconclusive. These rows are one share of the data; the hit share may differ from the screen's.

Preview (two entries):
SMILES	pAkt inh	PTHR1 agonist	GLP1R inv ag	FUS suppressor	HEK293 tox	TDP43 rescue	aSyn rescue	Abeta yeast res	Mm-Cpn inhibitor
CC(C)(C)c1ccc(C2=NC(C)(C)N(CC(=O)Nc3ccc(F)c(F)c3)C2=O)cc1	.	-15%	11µM*	-18%	1%	11%	.	4%	.
CN(CC(=O)Nc1cccc(S(=O)(=O)NC2=NCCC2)c1)Cc1ccccc1Cl	i	i	10%	5%	-5%	17%	0%[1.84 µM]	2%	3%

The list itself (from the top)
SMILES	pAkt inh	PTHR1 agonist	GLP1R inv ag	FUS suppressor	HEK293 tox	TDP43 rescue	aSyn rescue	Abeta yeast res	Mm-Cpn inhibitor
CC(C)(C)c1ccc(C2=NC(C)(C)N(CC(=O)Nc3ccc(F)c(F)c3)C2=O)cc1	.	-15%	11µM*	-18%	1%	11%	.	4%	.
CN(CC(=O)Nc1cccc(S(=O)(=O)NC2=NCCC2)c1)Cc1ccccc1Cl	i	i	10%	5%	-5%	17%	0%[1.84 µM]	2%	3%
CC(C)(C)c1ccc(C(=O)Nc2ccc(-c3nc4cc(Cl)ccc4o3)cc2)cc1	.	i	1%	-12%	21%	-3%	.	1%	.
CN=C1S/C(=C\c2ccc(Cl)cc2)C(=O)N1C	i	i	20%	-33%	-1%	11%	2%	-21%	-4%
CC(=O)Nc1ccc(NC(=O)c2c([N+](=O)[O-])c(C(C)(C)C)nn2C)cc1	i	-2%	?	6%	?	22%	0%	7%	1%
Cc1ccc(S(=O)(=O)N2CCOCC2)cc1C(=O)OC1CCCCC1=O (stereo not drawn)	i	-19%	45%[activator]	26%	1%	-4%[0.397 µM]	1%	3%	-6%
C=C(c1ccc2nc(NC(=O)OC)[nH]c2c1)c1cccs1	i	-21%	1%	.	?	20µM*	10%	-13%	.
COc1ccc(Cl)cc1NC(=O)Cn1nnc(C(=O)NCCc2ccc(OC)c(OC)c2)c1N	i	-24%	9%	?	3%	-2%	0%	.	-1%
CCC(=O)Nc1ccc(CC)cc1-c1nc2ccccc2n(Cc2ccccc2)c1=O	.	-40%[inhibitor]	-7%	-10%	2%	8%	.	-2%	.
Cc1c(Cl)cccc1N=Cc1ccc([N+](=O)[O-])s1	i	-12%[57.5 µM]	0%	45%	?	-58%[inhibitor]	-61%[inhibitor]	-95%[inhibitor]	1%
COC(=O)c1c(C)cc(OC(C)=O)c(C)c1OC(C)=O	i	-1%[57.5 µM]	0%	-8%	35%	8%	1%	-5%	0%
COc1ccc(OC)c(NC(=O)c2ccc3c(=O)n(CCc4ccccc4)c(=S)[nH]c3c2)c1	i	-33%	2%	18%	-10%	-4%	-2%	-7%	2%
O=C(/C=C/c1c(F)cccc1Cl)Nc1ccncc1	i	-1%	4%	-6%	-7%	12%	-1%	-1%	-1%
COc1ccc(N2CCN(C(=O)CCc3nnc4ccc(N5CCCC5)nn34)CC2)cc1	.	i	11%	-4%	1%	7%	-1%	-13%	-1%
COc1ccc(-n2c(C)csc2=S)cc1	i	-23%	4%	20%	3%	15%	2%	3%	-1%
C[C@H](CO)N1C[C@H](C)[C@@H](CN(C)CC2CCCCC2)Oc2ccc(NC(=O)Cn3cnnn3)cc2C1=O	i	-20%	4%	-7%	-2%	8%	2%	-3%	-2%
C[C@@H]1[C@H](O)C[C@@]23COC(=O)C2=CCC[C@@H]3[C@@]1(C)CC/C(=C/CO)CO	i	-20%	15%	-28%	-16%	3%	1%	-1%	-1%
CCOC(=O)Nc1nnc(Cc2ccc(Cl)c(Cl)c2)s1	i	-3%	?	28%	-5%	-3%	6%	6%	3%
CC1=CC(C)(C)NC(=S)N1c1cccc(Cl)c1	i	-2%	?	4%	?	3%	2%	?	.
O=S(=O)(c1cc(F)ccc1F)N1CCN(C2CCCCC2)CC1	i	i	-13%	20%	19%	-6%	-7%	5%	-3%
Cc1cc(S(=O)(=O)N2CCOCC2)ccc1OCC(=O)NCCCn1ccnc1	i	i	-17%	4%	3%	-5%	-7%	-20%	0%
CCOC(=O)N1CCN(C(=O)c2ccc(N(Cc3ccccc3Cl)S(C)(=O)=O)cc2)CC1	i	-23%	5%	10%	-14%	0%	-1%	1%	-1%
COC(=O)c1ccc(OCC(O)CN(CCO)CC(O)Cn2ccc3ccccc32)cc1 (stereo not drawn)	i	-23%	?	25%	13%	-31%[inhibitor]	-2%	-4%	1%
O=C(O)CN1C(=O)C(=O)N(Cc2ccc(Cl)c(Cl)c2)C1=O	i	-9%	3%	-26%	-10%	-5%	9%	1%	-2%
COc1ccc(S(=O)(=O)NCCc2ccccc2)c2cccnc12	i	i	1%	-19%	79%[activator]	9%	0%	-5%	-2%
COc1ccc(OC)c(NC(=O)c2cccc(NC(=O)c3ccccc3)c2)c1	i	?	-18%	17%	-15%	?	-8%	-3%	0%
O=C(Nc1nc(-c2cccs2)cs1)c1cccc(S(=O)(=O)N2CCCCC2)c1	i	-27%	?	41%	-2%	16%	0%	0%	?
CCN1CCc2c(OCC(=O)Nc3ccc(C)cc3)cccc2C1=O	i	i	2%	.	-1%	?	-1%	-13%	3%
CCOc1ccccc1NC(=O)COC(=O)COc1c(Cl)cc(Cl)c2ccc(C)nc12	i	i	29%	10%	-2%	4%	16%	2%	.
Cc1ccc2nc(SCC(=O)N3CCN(c4ccccc4)CC3)[nH]c2c1	i	-10%	?	17%	-15%	17%	1%	-3%	2%

Compound profiles, as listed above.
Record of COC(=O)c1ccc(OCC(O)CN(CCO)CC(O)Cn2ccc3ccccc32)cc1 (stereo not drawn) → pAkt inh = i; PTHR1 agonist = -23%; GLP1R inv ag = ?; FUS suppressor = 25%; HEK293 tox = 13%; TDP43 rescue = -31%[inhibitor]; aSyn rescue = -2%; Abeta yeast res = -4%; Mm-Cpn inhibitor = 1%
Record of O=C(O)CN1C(=O)C(=O)N(Cc2ccc(Cl)c(Cl)c2)C1=O → pAkt inh = i; PTHR1 agonist = -9%; GLP1R inv ag = 3%; FUS suppressor = -26%; HEK293 tox = -10%; TDP43 rescue = -5%; aSyn rescue = 9%; Abeta yeast res = 1%; Mm-Cpn inhibitor = -2%
Record of CCOc1ccccc1NC(=O)COC(=O)COc1c(Cl)cc(Cl)c2ccc(C)nc12 → pAkt inh = i; PTHR1 agonist = i; GLP1R inv ag = 29%; FUS suppressor = 10%; HEK293 tox = -2%; TDP43 rescue = 4%; aSyn rescue = 16%; Abeta yeast res = 2%; Mm-Cpn inhibitor = .

Going on with the list.
SMILES	pAkt inh	PTHR1 agonist	GLP1R inv ag	FUS suppressor	HEK293 tox	TDP43 rescue	aSyn rescue	Abeta yeast res	Mm-Cpn inhibitor
O=C(Nc1nnc(-c2cccs2)o1)c1cccc(Oc2ccccc2)c1	i	-42%[inhibitor]	?	9%	?	4µM*	?	26%	4%
N#CC(C#N)=C(N)CSc1cccc[n+]1[O-]	i	i	?	-10%	4.5µM*	-18%	-9%	18%	-1%
COc1ccc(-c2cc(C(F)(F)F)n3nc(C(=O)Nc4ccccc4SC)cc3n2)cc1OC	.	i	27%	-12%	5%	8%	-5%	-10%	.
COCCNc1nnc(Cc2ccc(Cl)cc2)c(=O)[nH]1	i	?	3%	-41%	-2%	-10%	0%	-5%	2%
Cc1ccccc1S(=O)(=O)Cc1ccc(C(=O)NC2CCCC2)o1	i	i	0%	-16%	-3%	0%	0%	-1%	0%
O=C(O)c1c(-c2ccccc2)oc2ccc(OCc3ccc(Cl)c(Cl)c3)cc12	.	i	?	-8%	-16%	22%	.	-4%	.
FC(F)(F)c1cnc(N2CCCN(C(=S)Nc3ccccc3)CC2)c(Cl)c1	i	-33%[inhibitor]	?	28%	?	?	2%	4%	-20%
CCc1cccc(C)c1NC(=O)C1CC(=O)N(C2CCCC2)C1 (stereo not drawn)	i	-8%	9%	-11%	2%	-2%	0%	0%	1%
CN1CCN(c2nc3ccccn3c(=O)c2/C=C(\C#N)S(=O)(=O)c2ccc(Cl)cc2)CC1	i	i	-3%	24%	-9%	-11%	-3%	13%	-2%
Cc1nc2ccc(NC(=O)N3CCSCC3)cc2s1	i	i	5%	16%	-3%	-9%	-2%	3%	-1%
CCc1oc(-c2ccc(OC)cc2)c(C(=O)OCCCCCO)c1C(C)OCCO (stereo not drawn)	i	-23%	6%	32%	3%	25%	-6%	4%	.
Cc1sc2nc(CSCC(=O)Nc3ccc(C(F)(F)F)cc3)[nH]c(=O)c2c1C	i	-4%	?	43%	-18%	5%	-5%	-2%	-2%
NS(=O)(=O)c1cccc(NC(=O)CC23CC4CC(C2)CC(CC(=O)Nc2cccc(S(N)(=O)=O)c2)(C4)C3)c1	i	-7%	3%	4%	3%	26%	1%	2%	0%
O=C(O)c1ccc(N=C2NC(=O)C(CO)(CO)S2)cc1	i	-39%[inhibitor]	-6%	-10%	-12%	15%	2%	10%	0%
CCOc1ccc(NC(=O)CSc2nnc(-c3ccccn3)n2C)cc1	i	i	5%	6%	4%	?	4%	2%	1%
CCC(=O)c1ccc(OCC(=O)Nc2ccc(N3CCOCC3)cc2N2CCOCC2)cc1	i	-14%	3%	12%	2%	13%	-1%	11%	-1%
NS(=O)(=O)OCc1ccc(C(F)(F)F)cc1	i	-24%	4%	-26%	-10%	15%	1%	7%	-1%
